Screening results (PubChem BioAssay)
KOR beta-arrestin-1: KOR antagonists, beta-arrestin recruitment, cell-based, luminescence, uHTS (AID 1778); one-dose inhibition, % at 10 µM; IC50 in µM for titrated hits; KOR beta-arrestin recruitment, luminescence, antagonist mode; higher % means a stronger effect; 290,000 tested, 0.091% active; in the data active means inhibition above about 50%; further: strong numbers were not always called active
KOR beta-arrestin-2: kappa opioid receptor activators – cell-based, luminescence, uHTS, primary screen (AID 1777) | activation, % at 10 µM, or EC50 in µM where a hit was titrated | 280,000 tested, 0.02% active | KOR beta-arrestin recruitment, luminescence; higher % means a stronger effect; in the data active means activation above about 50%, passing the limit was not always enough; further: a part of the inactive calls stands beside numbers as strong as those of hits
GPR55 beta-arrestin: GPR55 agonists via beta-arrestin recruitment, primary screen, imaging, U2OS cells, beta-arrestin-GFP redistribution (AID 1961). U2OS GPR55 beta-arrestin-GFP redistribution imaging; higher % means a stronger effect. activation, % at 10 µM; hits with a dose series show EC50 in µM. 290,000 tested, 0.048% active;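 active means activation above 40% with more than 50 cells counted in the well; inconclusive means wells holding fewer than 50 cells, flagged as toxic or sparse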;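 further: U2OS osteosarcoma cells stably expressing GPR55 and beta-arrestin-GFP; plate controls were DMSO negative control for no effect and LPI positive control for full effect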
NOD1 inhibition: NOD1 signaling inhibitors, primary screen, cell-based, luminescence, uHTS (AID 1578) | NOD1-driven NF-kB luciferase reporter cells, luminescence; higher % means a stronger effect | one-dose inhibition, % at 4 µM; EC50 in µM for titrated hits | 290,000 tested, 1% active; in the data active means inhibition mostly above about 36%, no sharp cut-off; inactive means mostly below about 34%;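 further: HEK-293T reporter cells stimulated with the NOD1 agonist gamma-tri-DAP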
NS5 inhibitors: flavivirus cap methylation enzyme inhibition – biochemical, confirmation dose response, primary screen (AID 588689); 340,000 tested, 0.3% active; Dengue-2 NS5 methyltransferase capping enzyme assay, biochemical; higher % means a stronger effect; one-dose inhibition, % at 25 µM; IC50 in µM for titrated hits; in the data active means a potency from the dose series; inconclusive means inhibition above about 29% without an active follow-up result
West Nile antiviral: West Nile virus antiviral activity, cell-based, CPE readout (AID 1621) | 290,000 tested, 0.02% active | CPE inhibition, % at 10 µM, or IC50 in µM where a hit was titrated | West Nile virus-infected cells, CPE inhibition; higher % means a stronger effect; in the data active means a potency from the dose series; inconclusive means CPE inhibition mostly from about 3.7% at the one dose, without a potency; inactive means the rest, 99 in 100 with CPE inhibition below about 2.2%; further: strong numbers were not always called active
GPR55 LPI antagonism: inhibition of LPI-stimulated GPR55 beta-arrestin translocation – imaging, U2OS, beta-arrestin-GFP, LPI agonist, primary screen (AID 2013); U2OS GPR55 beta-arrestin-GFP translocation imaging, LPI antagonism; higher % means a stronger effect; one-dose inhibition, % at 10 µM; IC50 in µM for titrated hits; 290,000 tested, 0.13% active;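 active means spots per cell inhibited over 60%, with over 100 cells counted and total cytoplasm intensity under 500,000; inconclusive means wells with under 100 cells, flagged as likely toxic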;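 further: U2OS cells stably carrying GPR55 and arrestin-GFP stimulated by 5 µM LPI near EC80; imaged beta-arrestin-GFP aggregate spots per cell after agonist stimulation; plate controls were LPI-stimulated DMSO wells for no effect and DMSO wells without LPI for full effect; some results filed as inactive read as strong as hits; confirmed hits need IC50 under 10 µM and bright autofluorescent wells are also inconclusive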
GPR35 arrestin U2OS: inhibition of zaprinast-stimulated GPR35 beta-arrestin translocation – imaging, U2OS, beta-arrestin-GFP, zaprinast agonist, primary screen (AID 2058); U2OS GPR35 beta-arrestin-GFP translocation imaging, zaprinast antagonism; higher % means a stronger effect; one-dose inhibition, % at 10 µM; IC50 in µM for titrated hits; 290,000 tested, 0.052% active;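 active means inhibition of at least 50% with at least 30 cells and total cytoplasm GFP at most 10,000,000; inconclusive means under 30 cells or total GFP of 10,000,000 plus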
HIV peptide binding: cell-free HIV fusion peptide-binding blockers – biochemical, uHTS, fluorescence dequenching, primary screen (AID 1986); cell-free peptide binding, fluorescence dequenching, 30 min; higher % means a stronger effect; inhibition, % at 20 µM, or IC50 in µM where a hit was titrated; 290,000 tested, 0.3% active; in the data active means inhibition mostly above about 52%, no sharp cut-off; inactive means mostly below about 76%; further: some results filed as inactive read as strong as hits
Starred values were filed as active, the others as inactive; [ ] = dose if it differs, or a comment. This is a subset; rates above refer to the full screens.

What do the screens show for `CC(=O)c1ccc(S(=O)(=O)N2CCNCC2)cc1`?
KOR beta-arrestin-1: 25.6%; KOR beta-arrestin-2: 2.1%; GPR55 beta-arrestin: 0.2%; NOD1 inhibition: -11.8%; NS5 inhibitors: 4.0%; West Nile antiviral: -0.3%; GPR55 LPI antagonism: 4.9%; GPR35 arrestin U2OS: 6.5%; HIV peptide binding: 0.2%

Results for CCOC(=O)C1CCN(C(=S)Nc2ccccc2)CC1 ?
KOR beta-arrestin-1: -9.2%[20 µM]; KOR beta-arrestin-2: 1.7%; GPR55 beta-arrestin: 0.4%; NOD1 inhibition: -26.9%; NS5 inhibitors: -6.2%; West Nile antiviral: 0.4%; GPR55 LPI antagonism: 2.8%; GPR35 arrestin U2OS: -4.3%; HIV peptide binding: -0.4%

What do the screens show for `Cc1cc(C)nc(SC2CC(=O)N(c3ccc(Cl)cc3)C2=O)n1` (centres undefined)?
KOR beta-arrestin-1: -31.2%[20 µM]; KOR beta-arrestin-2: -1.0%; GPR55 beta-arrestin: -0.1%; NOD1 inhibition: -13.3%; NS5 inhibitors: -0.8%; West Nile antiviral: -1.0%; GPR55 LPI antagonism: 20.8%; GPR35 arrestin U2OS: 2.2%; HIV peptide binding: 0.3%

Results for Cc1ccc(Cl)cc1N1CCN(S(=O)(=O)c2cc3c(cc2C)NC(=O)CO3)CC1 ?
KOR beta-arrestin-1: 7.5%[20 µM]; KOR beta-arrestin-2: -0.5%; GPR55 beta-arrestin: 0.9%; NOD1 inhibition: 7.3%; NS5 inhibitors: -0.7%; West Nile antiviral: -0.7%; GPR55 LPI antagonism: 7.0%; GPR35 arrestin U2OS: -7.6%; HIV peptide binding: 1.2%

What do the screens show for `CC(C)c1cc(C(=O)N2CCCC(Nc3ccc(F)c(F)c3)C2)nc(N)n1` (centres undefined)?
KOR beta-arrestin-1: -2.3%; KOR beta-arrestin-2: -6.4%; GPR55 beta-arrestin: -0.1%; NOD1 inhibition: -23.3%; NS5 inhibitors: 2.6%; West Nile antiviral: -0.4%; GPR55 LPI antagonism: 18.6%; GPR35 arrestin U2OS: -4.9%; HIV peptide binding: -0.9%

How did O=C1C2C3C=CC(C3)C2C(=O)N1CC1CCCO1 (centres undefined) do in these assays?
KOR beta-arrestin-1: 36.5%; KOR beta-arrestin-2: -2.2%; GPR55 beta-arrestin: -0.1%; NOD1 inhibition: -2.3%; NS5 inhibitors: 1.4%; West Nile antiviral: 0.1%; GPR55 LPI antagonism: 8.3%; GPR35 arrestin U2OS: 21.0%; HIV peptide binding: -0.6%

How did CCOc1ccccc1OCCOc1ccccc1CC do in these assays?
KOR beta-arrestin-1: 18.0%; KOR beta-arrestin-2: -1.5%; GPR55 beta-arrestin: -0.1%; NOD1 inhibition: 8.1%; NS5 inhibitors: -8.1%; West Nile antiviral: 0.6%; GPR55 LPI antagonism: 9.9%; GPR35 arrestin U2OS: 19.2%; HIV peptide binding: 1.8%

Results for Cc1ccc(OC(=O)c2oc3ccc(F)cc3c2C)c(C)c1 ?
KOR beta-arrestin-1: -27.1%; KOR beta-arrestin-2: 9.7%; GPR55 beta-arrestin: -0.1%; NOD1 inhibition: 11.3%; NS5 inhibitors: 3.5%; West Nile antiviral: inconclusive; GPR55 LPI antagonism: 38.6%; GPR35 arrestin U2OS: 17.2%; HIV peptide binding: -0.5%

Results for O=C(Nc1nnc(C2CCCCC2)s1)C1CC(=O)N(c2ccc(F)cc2)C1 (centres undefined) ?
KOR beta-arrestin-1: -22.6%; KOR beta-arrestin-2: 6.7%; GPR55 beta-arrestin: 0.3%; NOD1 inhibition: -24.8%; NS5 inhibitors: -11.6%; West Nile antiviral: -1.2%; GPR55 LPI antagonism: 14.5%; GPR35 arrestin U2OS: -21.7%; HIV peptide binding: 1.7%

Results for COc1cccc(/C=N/NC(=O)CC(=O)NCCc2ccccc2)c1OC ?
KOR beta-arrestin-1: -62.6%; KOR beta-arrestin-2: 3.5%; GPR55 beta-arrestin: 1.1%; NOD1 inhibition: -26.1%; NS5 inhibitors: -3.7%; West Nile antiviral: -0.4%; GPR55 LPI antagonism: 7.7%; GPR35 arrestin U2OS: 2.5%; HIV peptide binding: -1.3%

What do the screens show for `C#CCOCCOCCOCCNc1nc(N2CCOCC2)nc(N2CCN(C(=O)[C@H](CCC(=O)O)n3cc(C(N)Cc4ccc(O)cc4)nn3)CC2)n1` (some centres undefined)?
KOR beta-arrestin-1: 0.3%; KOR beta-arrestin-2: 3.2%; GPR55 beta-arrestin: -0.2%; NOD1 inhibition: -15.8%; NS5 inhibitors: 2.4%; West Nile antiviral: 0.7%; GPR55 LPI antagonism: -18.5%; GPR35 arrestin U2OS: -14.2%; HIV peptide binding: 2.0%

How did Cc1cc(C(=O)OCC(=O)NC(=O)c2cccn2C)c2ccccc2n1 do in these assays?
KOR beta-arrestin-2: -1.0%; GPR55 beta-arrestin: -0.1%; NOD1 inhibition: 4.4%; NS5 inhibitors: -1.5%; West Nile antiviral: -0.4%; GPR55 LPI antagonism: 10.9%; GPR35 arrestin U2OS: 22.7%; HIV peptide binding: -1.7%

Results for O=C(Nc1ccccc1SCC1CSc2nc3ccccc3c(=O)n21)c1ccccc1 (centres undefined) ?
KOR beta-arrestin-1: 7.9%; KOR beta-arrestin-2: -0.7%; GPR55 beta-arrestin: 0.1%; NOD1 inhibition: 0.2%; NS5 inhibitors: -2.8%; West Nile antiviral: -0.4%; GPR55 LPI antagonism: 5.1%; GPR35 arrestin U2OS: -4.2%; HIV peptide binding: 2.4%

How did Cc1cc(OCC(=O)Nc2ccc(S(=O)(=O)N3CCN(C)CC3)cc2)ccc1Br do in these assays?
KOR beta-arrestin-1: 3.2%; KOR beta-arrestin-2: -1.2%; GPR55 beta-arrestin: 0.7%; NOD1 inhibition: -29.8%; NS5 inhibitors: 3.2%; West Nile antiviral: 0.3%; GPR55 LPI antagonism: 3.0%; GPR35 arrestin U2OS: -4.2%; HIV peptide binding: -1.8%

What do the screens show for `CN(C)/C=C/C(=O)c1ccc2noc(-c3ccccc3)c2c1`?
KOR beta-arrestin-1: -15.7%; KOR beta-arrestin-2: 6.4%; GPR55 beta-arrestin: 0.0%; NS5 inhibitors: 2.6%; West Nile antiviral: -0.5%; GPR55 LPI antagonism: -0.9%; GPR35 arrestin U2OS: -10.6%; HIV peptide binding: 6.1%

How did O=C(CSc1nnc(-c2ccncc2)o1)Nc1ccccc1Cl do in these assays?
KOR beta-arrestin-1: 13.9%; KOR beta-arrestin-2: 0.2%; GPR55 beta-arrestin: -0.1%; NOD1 inhibition: -40.1%; NS5 inhibitors: -4.1%; West Nile antiviral: -0.1%; GPR55 LPI antagonism: -4.3%; GPR35 arrestin U2OS: 7.3%; HIV peptide binding: 2.8%

What do the screens show for `COc1ccccc1NC(=O)Nc1ccnn1C1CCN(C(=O)c2cscn2)CC1`?
KOR beta-arrestin-1: 5.4%; KOR beta-arrestin-2: -4.6%; GPR55 beta-arrestin: -0.2%; NOD1 inhibition: 2.0%; NS5 inhibitors: -6.2%; West Nile antiviral: -0.5%; GPR55 LPI antagonism: -5.0%; GPR35 arrestin U2OS: -3.1%; HIV peptide binding: -0.1%

How did Cc1cc(C(=O)N/N=C\c2cc(C(C)(C)C)ccc2O)n[nH]1 do in these assays?
KOR beta-arrestin-1: 2.6%; KOR beta-arrestin-2: 3.1%; GPR55 beta-arrestin: -0.1%; NOD1 inhibition: -8.3%; NS5 inhibitors: 6.5%; West Nile antiviral: 0.4%; GPR55 LPI antagonism: 17.0%; GPR35 arrestin U2OS: -4.4%; HIV peptide binding: -2.7%

Results for COc1cccc(-c2cc(C(=O)N3CCCCC3C)no2)c1 (centres undefined) ?
KOR beta-arrestin-1: -11.0%; KOR beta-arrestin-2: 3.6%; GPR55 beta-arrestin: -2.3%; NOD1 inhibition: -27.4%; NS5 inhibitors: 0.8%; GPR55 LPI antagonism: 20.0%; GPR35 arrestin U2OS: 1.1%; HIV peptide binding: 0.0%

What do the screens show for `CCn1cnc2c1c(=O)n(CC(=O)NCC(F)(F)F)c(=O)n2Cc1ccccc1`?
KOR beta-arrestin-1: -12.6%; KOR beta-arrestin-2: -1.6%; GPR55 beta-arrestin: 0.1%; NOD1 inhibition: -36.8%; NS5 inhibitors: 3.0%; West Nile antiviral: -0.2%; GPR55 LPI antagonism: 4.3%; GPR35 arrestin U2OS: -4.7%; HIV peptide binding: -0.4%

What do the screens show for `CC(C)Oc1ccc(C(=O)N(CN2CCCC2=O)c2ccc(F)cc2)cc1`?
KOR beta-arrestin-1: -29.1%; KOR beta-arrestin-2: 6.8%; GPR55 beta-arrestin: 0.2%; NOD1 inhibition: 10.2%; NS5 inhibitors: -2.3%; West Nile antiviral: -1.3%; GPR55 LPI antagonism: 3.2%; GPR35 arrestin U2OS: 8.6%; HIV peptide binding: -0.1%

Results for O=C(OCc1nnc(-c2ccccc2)o1)C1CC(=O)N(c2ccccc2)C1 (centres undefined) ?
KOR beta-arrestin-1: -25.3%; KOR beta-arrestin-2: 2.5%; GPR55 beta-arrestin: -0.1%; NOD1 inhibition: -1.0%; NS5 inhibitors: -6.5%; West Nile antiviral: 0.1%; GPR55 LPI antagonism: 2.3%; GPR35 arrestin U2OS: -19.4%; HIV peptide binding: 1.5%

Results for CCOc1ccc(C(=O)Nc2c3c(nn2-c2ccc(F)cc2)CS(=O)C3)cc1 (centres undefined) ?
KOR beta-arrestin-1: -35.3%; KOR beta-arrestin-2: 4.3%; GPR55 beta-arrestin: 0.2%; NOD1 inhibition: -16.2%; NS5 inhibitors: -7.2%; West Nile antiviral: 0.1%; GPR55 LPI antagonism: 12.3%; GPR35 arrestin U2OS: -3.7%; HIV peptide binding: -0.3%

How did O=C(COc1ccccc1Cl)Nc1ccc(CN2CCOCC2)cc1 do in these assays?
KOR beta-arrestin-1: -6.3%; KOR beta-arrestin-2: 7.2%; GPR55 beta-arrestin: -0.1%; NOD1 inhibition: -40.5%; NS5 inhibitors: 13.8%; West Nile antiviral: -0.3%; GPR55 LPI antagonism: 4.4%; GPR35 arrestin U2OS: 3.2%; HIV peptide binding: 0.3%

Results for Cc1cccc(NC(=O)c2cccc(N3C(=O)C4C5C=CC(C6CC56)C4C3=O)c2)c1 (centres undefined) ?
KOR beta-arrestin-1: -26.1%; KOR beta-arrestin-2: 12.9%; GPR55 beta-arrestin: 0.3%; NOD1 inhibition: 24.8%; NS5 inhibitors: -3.4%; West Nile antiviral: -0.9%; GPR55 LPI antagonism: 3.8%; GPR35 arrestin U2OS: -11.6%; HIV peptide binding: -0.3%
